# Source: PubChem
# Dyrk1A ADPGlo – rat Dyrk1A kinase inhibitors, primary screen, biochemical, single point, plate reader; Dual specificity tyrosine-phosphorylation-regulated kinase 1A (Rattus norvegicus), Q63470; ADP-Glo luminescence, NFATc1 peptide; inhibition, % at 12.5 µM; hit rate 0.43% among 310,000; AID 504441, 2011; in the data active = inhibition above about 50%;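 also: plate controls were vehicle with enzyme for no effect and no enzyme for full effect; many of its hits are not listed in these tables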
# KCNK3 inh – human KCNK3 channel inhibitors, primary screen, CHO cells, FluxOR thallium flux, B-score; Potassium channel subfamily K member 3 (Homo sapiens), O14649; FluxOR fluorescence; active compounds read low; B-score at 10 µM; hit rate 0.84% among 340,000;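 active = B-score under library mean minus 4 SD, starting fluorescence ratio at most library mean plus 5 SD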;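 also: more negative B-score means stronger inhibition of thallium flux through KCNK3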
# Target sequence (O14649 whole entry, looked up): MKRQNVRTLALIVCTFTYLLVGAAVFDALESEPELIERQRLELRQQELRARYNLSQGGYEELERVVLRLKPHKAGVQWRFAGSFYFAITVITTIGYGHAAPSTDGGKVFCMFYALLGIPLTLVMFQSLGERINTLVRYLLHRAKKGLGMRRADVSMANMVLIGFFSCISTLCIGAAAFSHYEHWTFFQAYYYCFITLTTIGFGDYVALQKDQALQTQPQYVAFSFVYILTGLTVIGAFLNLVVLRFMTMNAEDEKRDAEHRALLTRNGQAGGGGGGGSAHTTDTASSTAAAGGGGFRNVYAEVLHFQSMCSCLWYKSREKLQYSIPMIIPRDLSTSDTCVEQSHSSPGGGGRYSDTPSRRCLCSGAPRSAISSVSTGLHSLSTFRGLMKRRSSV
# An asterisk follows results filed as active; i = inactive. These rows are one share of the data. The share of hits here may be higher or lower than overall.
SMILES,Dyrk1A ADPGlo,KCNK3 inh
O=C(O)c1cc(N=Nc2c(O)ccc3ccccc23)cc(C(=O)O)c1,49,i
ON(CCc1ccccn1)CCc1ccccn1,-3,i
CCNC(=O)c1c(NC(=O)c2cc(-c3cc(C)cc(C)c3O)n[nH]2)sc2c1CCCC2,6,i
COc1ccc(NC(=O)CCNS(=O)(=O)c2ccccc2F)cc1S(=O)(=O)N1CCOCC1,0,i
Cc1occc1-c1nnc(SCC(=O)NC2(C#N)CCCC2)n1C,5,i
CN(CC(=O)Nc1ccccc1Br)C(=O)c1ccccc1Sc1ccccc1C#N,1,i
CN(C)S(=O)(=O)c1cccc(C(=O)Nc2cc(S(=O)(=O)N3CCOCC3)ccc2N2CCCC2)c1,-3,i
O=c1n(Cc2ccccc2Cl)c2sc3c(c2c2ncnn12)CCCC3,-3,i
COc1ccc(N2CCN(C(=O)c3ccc4c(c3)CC(c3ccccc3)OC4=O)CC2)cc1 (configuration not stated),9,i
CCCCn1c(N)c(N(CCC(C)C)C(=O)COC(=O)Cc2ccc(Cl)cc2)c(=O)[nH]c1=O,-1,i
COCCN(C(=O)c1cc(-c2ccccc2Cl)nc2ccccc12)c1c(N)n(CC(C)C)c(=O)[nH]c1=O,-2,i
CCCN1CCN(C(=O)C2CCN(S(=O)(=O)c3ccc4c(c3)oc(=O)n4C)CC2)CC1,-2,i
O=C(CCCOc1ccc(Cl)cc1Cl)Nc1cc(S(=O)(=O)N2CCOCC2)ccc1N1CCOCC1,3,i
CN1C[C@@H]2[C@@H]3C(=O)N(Cc4ccccc4)C(=O)[C@@H]3[C@](Cc3ccccc3)(C1=O)N2C(=O)c1ccc(Cl)c(Cl)c1,7,i
O=C(CC(=O)OCc1ccccc1)OCc1ccccc1,13,i
O=C1[C@H](Cc2ccccc2)NCCCC[C@@H](c2ccc(Cl)cc2)N1Cc1ccccc1,4,i
O=C(NCC1COc2ccccc2O1)c1cc(S(=O)(=O)N2CCOCC2)ccc1F (configuration not stated),2,i
CCCC(=O)Nc1cc(OC)c(NC(=S)Nc2ccc(CC)cc2)cc1OC,10,i
CCOC(=O)/C=C1\CC(C(=O)OCC)Oc2ccccc21 (configuration not stated),-2,i
Cc1ccc(S(=O)(=O)N2CCC[C@H]2C(=O)NC2=NCCS2)cc1,-1,i
Cc1noc(C)c1COc1ccccc1C(=O)N1CCN(S(=O)(=O)c2ccc(F)c(F)c2)CC1,12,i
Cc1ccc(NC(=O)COC(=O)CNC(=O)c2cccs2)cc1S(=O)(=O)N1CCOCC1,-1,i
CN(C)CCNc1ccc(CO)c2oc3ccc(O)cc3c(=O)c12,52*,i
CCOC(=O)C1(C(=O)OCC)NC(=O)CC1C(C)C (configuration not stated),-4,i
COC(=O)c1cc(NC(=O)COC(=O)CN2C(=O)C3CC=CCC3C2=O)cc(C(=O)OC)c1 (configuration not stated),-2,i
CN=C1N(C)C[C@@H]2[C@@H]3C(=O)N(C)C(=O)[C@@H]3[C@](Cc3ccccc3)(C(=O)OC)N12,-2,i
COC(=O)c1cc(C)ccc1/C=C1/Cc2c(C)cc(C)cc2C1=O,1,i
O=C(Cc1c[nH]c2ccccc12)N1CCN(S(=O)(=O)c2ccc(Cl)cc2)CC1,-5,i
CSCc1cccc(C(=O)OC(C)C(=O)Nc2c(C)n(C)n(-c3ccccc3)c2=O)c1 (configuration not stated),-2,i
O=C(Cc1cccc(NC(=O)C2CCCN(C(=O)C3CCCC3)C2)c1)Nc1cccc(C(=O)N2CCOCC2)c1 (configuration not stated),-1,i
C(C#CCN1CCOCC1)#CCN1CCOCC1,-4,i
CCN(CC)C(=O)c1cccc(NC(=O)CCc2nc3sc4c(c3c(=O)[nH]2)CCCC4)c1,4,i
CCCN(C(=O)CSc1nnc(N)s1)c1c(N)n(Cc2ccccc2)c(=O)[nH]c1=O,-3,i
Cc1ccc(CN2CC(C(=O)N(CC(C)C)c3c(N)n(Cc4ccccc4)c(=O)[nH]c3=O)CC2=O)cc1 (configuration not stated),-3,i
CCOc1ccc(CCNC(=O)c2ccc(C)c(S(=O)(=O)N3CCOCC3)c2)cc1OCC,1,i
COc1ccc(S(=O)(=O)N2CCOCC2)cc1NC(=O)CCNC(=O)c1ccc(Cl)cc1,-4,i
O=C(COC(=O)c1cccc(Cl)c1)Nc1cc(S(=O)(=O)N2CCOCC2)ccc1N1CCOCC1,9,i
O=C(COC(=O)/C=C/c1ccc2ccccc2n1)NNC(=O)c1ccc([N+](=O)[O-])cc1,3,i
c1ccc(-c2cnn3c(-c4ccccc4)c(-c4ccccc4)nc3n2)cc1,1,i
CCN(CC(=O)Nc1c(F)cccc1F)C(=O)c1ccc(S(=O)(=O)N2CCCCCC2)cc1,2,i
O=Cc1cc2c(cc1[B-](F)(F)F)OCO2,-11,i
COc1ccc(CCNC(=O)c2cc(S(=O)(=O)N3CCCCC3)ccc2Cl)cc1,-2,i
COCCCN(C(=O)c1ccc(-c2ccc(C(C)=O)cc2)o1)c1c(N)n(CC(C)C)c(=O)[nH]c1=O,-3,i
Nc1ccccc1-c1ccc(Cl)cc1,-5,i
O=C(O)CCC1(CCC(=O)O)CCCC(CCC(=O)O)(CCC(=O)O)C1=O,-4,i

# Random excerpt: two compounds from above
SMILES,Dyrk1A ADPGlo,KCNK3 inh
Nc1ccccc1-c1ccc(Cl)cc1,-5,i
CCOc1ccc(CCNC(=O)c2ccc(C)c(S(=O)(=O)N3CCOCC3)c2)cc1OCC,1,i

# Other results follow:
SMILES,Dyrk1A ADPGlo,KCNK3 inh
CSc1nc2c([nH]1)c(=S)n(C)c(=O)n2C,2,i
COc1ccc(C(CNC(=O)CCNS(=O)(=O)c2ccc(Br)cc2)N2CCCC2)cc1 (configuration not stated),-2,i
COCCN(CC(=O)Nc1ccccc1C(F)(F)F)C(=O)/C=C/c1cc(Cl)c2c(c1)OCCO2,3,i
COc1ccc(C2CC(c3cccc(Cl)c3)=NN2c2ccc(S(N)(=O)=O)cc2)cc1 (configuration not stated),-3,i
Cc1cc(OCC(=O)OCC(=O)N(C)C2CCS(=O)(=O)C2)ccc1Cl (configuration not stated),2,i
c1ccc(C2NCCNC2c2ccccc2)cc1 (configuration not stated),3,i
CCOC(=O)C1CCN(C(=O)c2cccc(S(=O)(=O)N3CCCc4ccccc43)c2)CC1,-3,i
CCOC(=O)C1=C(C)NC(C)=C(C(=O)OCC)C1C(=O)OCC(=O)NC(C)c1ccccc1 (configuration not stated),-1,i
O=C(O)c1ccccc1C(=O)c1cccc2c(F)cccc12,-4,i
O=C(Nc1ccc(S(=O)(=O)Nc2ncccn2)cc1)C1CC(=O)N(c2ccccc2)C1 (configuration not stated),18,i
CN(Cc1ccccc1)C(=O)c1ccc(NC(=O)Cc2ccc(NC(=O)C3CCN(S(=O)(=O)c4cccc([N+](=O)[O-])c4)CC3)cc2)cc1,-5,i
O=c1[nH][nH]c(=O)c2nc(Nc3ccccc3)ncc12,-2,i
Cc1cn(C2CCCCC2)c(=O)n(-c2ccccc2)c1=O,-5,i
O=C(/C=C/c1cccc(Cl)c1Cl)OCC(=O)N1CCOCC1,15,i
COc1cccc(CN(c2ccccc2C(=O)O)S(=O)(=O)c2ccc(C)cc2)c1,-1,i
CN1C(=O)CCC2(c3ccccc3)CC=C(O)C=C12 (configuration not stated),-5,i
CC1(C)S[C@@H]2[C@H](NC(=O)C(C(=O)O)c3ccccc3)C(=O)N2[C@H]1C(=O)O (some centres not stated),-6,i
COc1ccc2oc(C(=O)N3CCN(S(=O)(=O)c4c(C)c(C)cc(C)c4C)CC3)c(C)c2c1,5,i
Cc1ccc(S(=O)(=O)N2CCCCC2)cc1NC(=O)c1ccc(Cl)nc1,3,i
CN(CCc1ccccc1)C(=O)c1ccc(NC(=O)Cc2ccc(NC(=O)C3CCN(C(=O)C4CCC4)CC3)cc2)cc1,-2,i
Cc1csc(=O)n1CCC(=O)OCc1nnc(-c2ccc(Cl)cc2)o1,-3,i
CC(OC(=O)CC(C)c1ccccc1)C(=O)Nc1ccc(Cl)cn1 (configuration not stated),5,i
Cc1ccc(NC(=O)c2cc3ccccc3o2)cc1S(=O)(=O)N(C)C,3,i
Cc1ccn2cc(-c3cc4ccccc4oc3=O)nc2c1,0,i
CCN(c1ccc(N=Cc2c(O)n(Cc3ccc(OC)cc3)c(=O)c3ccccc23)cc1)C(C)C,1,i
CC1=C(c2ccccc2)C=NNCC1=O,5,i
Cc1ccc(S(=O)(=O)NCc2ccccc2)cc1C(=O)N1CCN(S(=O)(=O)c2ccccc2)CC1,6,i
CCC1(C(N)=O)CC2C=CC1C2 (configuration not stated),-1,i
CN(c1ccccc1)S(=O)(=O)c1cccc(NC(=O)CN2C(=O)NC3(CCCC3)C2=O)c1,1,i
COc1ccc(NC(=O)Nc2ccc3c(c2)C(=O)N([C@@H](C)CO)C[C@@H](C)[C@@H](CN(C)S(=O)(=O)c2cn(C)cn2)O3)cc1,0,i
O=C(NCCN1CCN(c2ccccc2)CC1)C1CCN(S(=O)(=O)c2cccs2)CC1,1,i
C=CCCN([C@H](CO)Cc1ccccc1)S(=O)(=O)c1ccccc1Br,4,i
COCCCNC(=O)C[C@H]1C[C@H](C(=O)N2CCOCC2)[C@@]2(C)c3[nH]c4cc(-c5ccco5)ccc4c3CCN2C1=O,2,i
C=C(NC(=O)C(=C)NC(=O)c1csc(C2=NC3c4csc(n4)C4NC(=O)c5csc(n5)C(C(C)(O)C(C)O)NC(=O)C5CSC(=N5)/C(=C/C)NC(=O)C(C(C)O)NC(=O)c5csc(n5)C3(CC2)NC(=O)C(C)NC(=O)C(=C)NC(=O)C(=C)NC(=O)C(C(C)C)NC2C=Cc3c(C(C)O)cc(nc3C2O)C(=O)OC4C)n1)C(N)=O (configuration not stated),-2,i
CC1(C)Nc2cccc3cccc(c23)N1,-2,i
O=C(O)c1cccc2c1Cc1cc(Cl)ccc1-2,35,i
Cc1cccc(NC(=O)CNC(=O)CN2C(=O)NC3(CCc4ccccc43)C2=O)c1C (configuration not stated),2,i
COC(C[C@H](O)[C@@H](C)[C@H](O)COCc1ccccc1)OC,-4,i
C#CCN(C[C@@H](CC(C)C)NC(=O)OC(C)(C)C)S(=O)(=O)c1ccc(Br)cc1F,37,i
Cc1cc(C)nc(-n2nc(C)cc2NC(=O)c2cccc(S(=O)(=O)N3CCOCC3)c2)n1,3,i
CC[C@@]1(C(=O)OC)N[C@H](CN(C)S(=O)(=O)c2ccccc2)[C@@H]2C(=O)N(C)C(=O)[C@@H]21,-1,i
O=C(CCS(=O)(=O)c1ccc(Cl)cc1)Nc1cccc(S(=O)(=O)N2CCCCCC2)c1,4,i
COC(=O)c1cnc(N)s1,-1,i
COc1ccc(/C=C(/C(=O)N2CCCCC2C(=O)O)c2ccc(OC)c(OC)c2)cc1 (configuration not stated),4,i
CCN(CC(=O)Nc1ccccc1C(F)(F)F)C(=O)c1ccc(-n2nc(C)c(CCC(=O)OC)c2C)cc1,2,i

# Compounds from the list above that have a furan ring, fused or not, in the order listed:
SMILES,Dyrk1A ADPGlo,KCNK3 inh
Cc1occc1-c1nnc(SCC(=O)NC2(C#N)CCCC2)n1C,5,i
COCCCN(C(=O)c1ccc(-c2ccc(C(C)=O)cc2)o1)c1c(N)n(CC(C)C)c(=O)[nH]c1=O,-3,i
COc1ccc2oc(C(=O)N3CCN(S(=O)(=O)c4c(C)c(C)cc(C)c4C)CC3)c(C)c2c1,5,i
Cc1ccc(NC(=O)c2cc3ccccc3o2)cc1S(=O)(=O)N(C)C,3,i
COCCCNC(=O)C[C@H]1C[C@H](C(=O)N2CCOCC2)[C@@]2(C)c3[nH]c4cc(-c5ccco5)ccc4c3CCN2C1=O,2,i

# Ordered by molar mass (lowest first): 4 of the compounds above.
SMILES,Dyrk1A ADPGlo,KCNK3 inh
COC(C[C@H](O)[C@@H](C)[C@H](O)COCc1ccccc1)OC,-4,i
Cc1cccc(NC(=O)CNC(=O)CN2C(=O)NC3(CCc4ccccc43)C2=O)c1C (configuration not stated),2,i
CC[C@@]1(C(=O)OC)N[C@H](CN(C)S(=O)(=O)c2ccccc2)[C@@H]2C(=O)N(C)C(=O)[C@@H]21,-1,i
O=C(CCS(=O)(=O)c1ccc(Cl)cc1)Nc1cccc(S(=O)(=O)N2CCCCCC2)c1,4,i

# More entries.
SMILES,Dyrk1A ADPGlo,KCNK3 inh
COc1cc(CN(C(C)=O)c2ccccc2C(=O)O)ccc1[N+](=O)[O-],10,i
CC(=NNC(=O)c1ccncc1)c1ccc(O)cc1O,6,i
Cc1ccc(NS(=O)(=O)c2ccccc2)c([N+](=O)[O-])c1,4,i
COc1ccc(Cl)cc1C=CC=Nc1ccccc1O,-3,i
CC(=O)Nc1cc2c(cc1[N+](=O)[O-])-c1ccccc1C2=NO,45,i
Cc1cc(C)c(C)c(S(=O)(=O)N2CCC(C(=O)N(C)Cc3nc4ccccc4c(=O)[nH]3)CC2)c1C,0,i
O=C(Nc1ccccc1)OCCOc1ccc(Cl)cc1Cl,1,i
O=c1[nH]cnc2c1ncn2C1OC(CO)C(O)C1O (configuration not stated),7,i
O=C(COC(=O)c1ccc(Cl)c(S(=O)(=O)N2CCCCC2)c1)NCCc1ccccc1,-7,i
N#CC1(Nc2ccc([N+](=O)[O-])cc2)CCCC1,-1,i
Cc1cccc(C(C(C(=O)c2ccccc2)N2CCOCC2)N2CCOCC2)c1 (configuration not stated),-4,i
COc1ccc(C2/C(=C(/O)c3cnn(-c4ccccc4)c3C)C(=O)C(=O)N2CCN(C)C)cc1OC (configuration not stated),1,i
CN1CCC[C@@H]1CCO[C@](C)(c1ccccc1)c1ccc(Cl)cc1,8,i
COc1cc2c(cc1OC)NC(=O)C2,2,i
Cc1cc(NC(=O)c2cc3ccccc3oc2=O)no1,8,i
Cc1csc(=O)n1CC(=O)OC(C)C(=O)Nc1ccc(N(C)C)cc1 (configuration not stated),4,i
COc1ccc(CCNC(=O)CN2CCC(n3nnc4cc(F)ccc43)CC2)cc1OC,-4,i
O=C1CCC[C@@H]2CC(Nc3ccc(F)cc3F)C[C@@H]3CCN1[C@H]23 (some centres not stated),2,i
c1cnc2nc3c4ccccc4c4ccccc4c3nc2c1,4,i
